Screening data from PubChem.
IEC-6 tox = kills IEC-6 intestinal cells in KLF5 counter-screen; 290,000 compounds, 0.78% hits; AID 1825; IEC-6 cytotoxicity, luminescence viability; inhibition, % at 5 µM; in the data active = inhibition above about 22%;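 also: 0% = plate median of test compound wells and 100% = cytotoxic reference compound wells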
TRPC4 act = activators of mouse TRPC4 channel. B-score at 10 µM. 310,000 compounds, 0.49% hits. Q9QUQ5. HEK293 TRPC4beta/mu-opioid, Fluo4 calcium fluorescence; active compounds read high;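 active = B-score above 5 SD of library B-scores, and initial fluorescence ratio not above library mean plus 5 SD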;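 also: positive B-score marks a calcium rise read as TRPC4 activation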
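System – HEK293 cells stably co-expressing mouse TRPC4beta and mu-opioid receptor · Signal – Fluo4 calcium-sensitive dye fluorescence, kinetic, 1 Hz baseline · Benchmarks – buffer (low) and maximal DAMGO (high) · Read-out – B score of integrated fluorescence ratio per well · Incubation – dye loading 45 min room temperature, 110 s kinetic read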
TRPC4 inh = blocks the mouse TRPC4 cation channel. B-score at 10 µM. HEK293 TRPC4beta/mu-opioid, DAMGO-evoked Fluo4 calcium flux; active compounds read low. Q9QUQ5. AID 2247. 300,000 compounds, 0.39% hits;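 active = B-score over 3 SD under the library average, no early fluorescence shift, positive overall ratio signal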
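material = TRPC4beta/mu-opioid receptor HEK293 cell line | probe or stimulus = sequential submaximal and maximal DAMGO stimulation | compound dosing = one concentration per compound | measured by = Fluo4 Ca2+ flux fluorescence | evaluation = integrated fluorescence ratio relative to baseline, converted to per-well B score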
TRPC4 potent = allosterically enhances the mouse TRPC4 cation channel. Q9QUQ5. HEK293 TRPC4beta/mu-opioid, DAMGO EC20, Fluo-4 Ca2+ flux; active compounds read high. B-score at 10 µM. 310,000 compounds, 0.42% hits. AID 2227;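 active = B-score of calcium response area above 5 SD of library B-scores, with initial fluorescence ratio within 5 SD of library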;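 also: B-score of integrated fluorescence ratio over time as area under calcium response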
TRPC6 activator = mouse TRPC6 channel activation; Q61143; HEK293-TRPC6 membrane potential dye fluorescence; active compounds read high; B-score at 10 µM; 310,000 compounds, 0.13% hits; AID 2550;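 active = B-score of the integrated fluorescence ratio above library mean plus 3 SD, and starting fluorescence ratio within library mean plus 5 SD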;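 also: higher score means more depolarization so channel activation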
SKKanGAS inh = inhibitors of SKKanGAS S. pyogenes growth in kanamycin (SK-promoter or general growth effect). BacTiter-Glo, 6 h. inhibition, % at 7.5 µM. 300,000 compounds, 1.3% hits. AID 1662;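 active = mean replicate score, as percent of positive control median, at least 50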;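 also: strain carries kanamycin resistance gene driven by streptokinase promoter and grows in 40 µg/ml kanamycin; loss of luminescence reflects streptokinase promoter inhibition or plain growth inhibition; 0% = median of DMSO wells and 100% = positive control at its reference dose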
MrgX1 antagonist = human MrgX1 receptor antagonism, primary screen; Q96LB2; 310,000 compounds, 1.3% hits; B-score at 10 µM; MRGX1-HEK293 calcium flux, Fluo-4, BAM8-22 antagonism; active compounds read low; AID 588676;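 active = calcium-response B-score plate-corrected more than 3 library SD below zero, starting fluorescence within 5 deviations, no agonist response on first addition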;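 also: peak minus trough fluorescence over baseline after final BAM8-22 challenge near maximal dose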
Target sequence (Q96LB2 whole entry, looked up): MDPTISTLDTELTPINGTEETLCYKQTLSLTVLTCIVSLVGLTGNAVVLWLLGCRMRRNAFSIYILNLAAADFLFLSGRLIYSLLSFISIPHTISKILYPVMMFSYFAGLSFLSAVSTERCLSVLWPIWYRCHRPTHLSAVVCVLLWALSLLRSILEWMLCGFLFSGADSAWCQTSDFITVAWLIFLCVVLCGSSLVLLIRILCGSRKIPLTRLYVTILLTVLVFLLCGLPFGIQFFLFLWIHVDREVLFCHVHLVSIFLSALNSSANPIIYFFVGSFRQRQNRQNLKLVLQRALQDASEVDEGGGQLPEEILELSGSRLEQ
HIF act = HIF pathway transcriptional activation; activation, % at 7.5 µM (by protocol); 300,000 compounds, 0.32% hits; U2OS HRE-luciferase reporter, luminescence; normalized: DMSO 0%, desferrioxamine 100%;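 active = mean activation of at least 10% of the iron chelator positive control signal, with at least half of replicates also reaching 10%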
aSyn 5UTR inh = 5' untranslated region of α-synuclein, MLPCN primary screen; 300,000 compounds, 0.82% hits; inhibition, % (tested at 7.5 µM); alpha-synuclein 5'UTR reporter, inhibitor activity; in the data active = inhibition above about 60%;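 also: H4 neuroglioblastoma cells stably carrying SNCA 5'UTR luciferase fusion; 0% = DMSO wells and 100% = positive control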
TRPC6 inhibitor = blocks the mouse TRPC6 cation channel; Q61143; HEK293-TRPC6, membrane potential dye, ACh-evoked depolarization; active compounds read low; B-score at 10 µM; 310,000 compounds, 1.1% hits; AID 2553;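 active = B-score under library mean minus 3 SD, initial fluorescence not abnormally high, positive integrated signal ratio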;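 also: B-score derived from integrated fluorescence ratio over the kinetic read; more negative B-score means stronger inhibition of depolarization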
KLF5 inhibitor = suppresses KLF5 promoter-driven expression. DLD-1 KLF5 promoter-luciferase reporter, luminescence. inhibition, % at 5 µM. 290,000 compounds, 0.23% hits. AID 1700;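 active = inhibition above a per-plate limit of that plate's mean compound inhibition plus 3 SD, cut at about 60% in these data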;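 also: 0% = DMSO wells and 100% = LY294002 at 200 µM; higher means less KLF5 promoter-driven luciferase light; inactives centre near -14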
Active calls of the source: *; i = inactive; nt = no result given. This is a random part of the collection; 5.8% or so of the library scored in one or more.

SMILES | TRPC6 activator | HIF act | KLF5 inhibitor | aSyn 5UTR inh | TRPC4 inh | TRPC6 inhibitor | TRPC4 potent | TRPC4 act | IEC-6 tox | SKKanGAS inh | MrgX1 antagonist
COc1ccc(S(=O)(=O)Nc2cccc(N(C)S(C)(=O)=O)c2)cc1C | i | -0.3 | 12 | 13 | i | i | i | i | 4 | 0 | i
O=Cc1c(NCCN2CCCC2)c2ccccc2[nH]c1=O | i | 0.9 | -25 | 17 | i | i | i | i | -1 | 0 | i
CCOC(=O)C1=C(C)NC2=C(C(=O)OC2)C1c1ccccc1 (stereo unspecified) | i | 1.3 | 10 | -27 | i | i | i | i | 10 | -2 | i
Cc1ccc(NCC(=O)N/N=C/c2ccc(-c3cccc(C(F)(F)F)c3)o2)cc1 | i | 0.9 | -27 | -34 | i | i | i | i | 2 | 15 | i
Clc1ccc2c(c1)C(N1CCNCC1)Cc1ccccc1S2 (stereo unspecified) | i | -0.1 | 17 | 21 | i | -5.4* | i | i | 12 | 17 | i
CC(=O)OCCc1c(C)nc2nc[nH]n2c1=O | i | -1.9 | -24 | -7 | i | i | i | i | 2 | -1 | i
CCCCC(=O)Nc1ccc2c(c1)C(=O)NC2=O | i | -0.3 | -9 | -19 | i | i | i | i | -2 | 0 | -4.8*
Cc1ccc(COc2coc(CN3CCN(C(=O)c4ccco4)CC3)cc2=O)cc1 | i | 0.4 | nt | -8 | i | i | i | i | nt | -7 | i
COc1ccc2nc(NC(=O)CSc3nnc(C)n3N)sc2c1 | i | 1.0 | -139 | -55 | i | i | i | i | 18 | -2 | i
COc1ccc(-c2nnc(NC(=O)C3CCCN3S(=O)(=O)c3cccs3)o2)cc1 (stereo unspecified) | i | 0.2 | nt | -5 | i | i | i | i | nt | 56* | i
O=C1CC(=O)Nc2cc(S(=O)(=O)Nc3cccc(C(F)(F)F)c3)ccc2N1 | i | -0.4 | -5 | 21 | i | i | i | i | 0 | -3 | i
COc1ccc(C(=O)Nc2ccc(Oc3nc(C)nc4sc(-c5ccccc5)cc34)cc2)cc1OC | i | -0.1 | -25 | -120 | i | i | i | i | 1 | 22 | i
O=C(N/N=C/c1ccc([N+](=O)[O-])s1)c1ccccc1 | i | -4.1 | 3 | 68* | i | -6* | i | i | 2 | 15 | i
CC(C)Nc1nc(NC(C)C)nc(N(C)C#N)n1 | i | 0.3 | -17 | 17 | i | i | i | i | 1 | 5 | i
Cc1c(OC(C)C(=O)N[C@H](C(=O)O)c2ccccc2)ccc2c3c(c(=O)oc12)CCCC3 (stereo partly specified) | i | -0.2 | -12 | -2 | i | i | i | i | 0 | 15 | i
COc1ccc(CN2CCC(=O)N([C@H](CO)Cc3ccccc3)CC2)cc1OC | i | 0.6 | -23 | 17 | i | i | i | i | 5 | 0 | i
O=C(CCCN1CCOCC1)c1ccc2c(c1)OCCO2 | i | 1.6 | -177 | -81 | i | i | i | i | -6 | -9 | i
COc1cccc2cc(C(=O)NCCC3=CCCCC3)c(=O)oc12 | i | 0.1 | -23 | 16 | i | i | i | i | -2 | -8 | i
CN(C)C(CNC(=S)Nc1ccccc1Cl)c1cccnc1 (stereo unspecified) | i | 0.1 | -17 | -2 | i | i | i | 104* | -2 | -3 | i
C/C(=N\Nc1cccc2cccnc12)c1ccc[nH]1 | i | 2.2 | -1 | -123 | i | i | i | i | -6 | -3 | i
CC(=O)C(=Cc1cc(C)n(-c2ccccc2)c1C)C(C)=O | i | 0.1 | -22 | 18 | i | i | i | i | 0 | -3 | i
CS(=O)(=O)N(Cc1ccc(C(=O)NCCSCc2ccco2)cc1)c1ccccc1 | i | 0.0 | -9 | 1 | i | i | i | i | -2 | 9 | i
Cc1cc(C)c2c(N)c(C(=O)Nc3c(C)n(C)n(-c4ccccc4)c3=O)sc2n1 | i | -0.1 | -3 | 7 | i | i | i | i | -8 | -2 | i
CCCCNS(=O)(=O)c1cc(-c2nn(C)c(=O)c3ccccc23)ccc1C | i | 0.0 | -8 | 7 | i | i | i | i | -2 | -9 | i
CCOc1ccc(CN2CCNC(=O)C2CC(=O)NCCc2ccccn2)cc1 (stereo unspecified) | i | 0.4 | -24 | -25 | i | i | i | 112* | 0 | -4 | i
COc1ccc(C(O)c2nccn2C)cc1 (stereo unspecified) | i | 0.0 | -25 | -4 | i | i | i | i | -2 | 4 | i
CC(C)c1ccc(C(C(=O)NC2CCCCC2)N(C(=O)c2ccccn2)c2cccnc2)cc1 (stereo unspecified) | i | -1.6 | -25 | 6 | i | i | i | i | 1 | 4 | i
O=C(Nc1cccnc1)c1cc2c(s1)-c1ccccc1OC2 | i | 3.9 | -12 | -126 | i | i | i | i | 5 | -11 | i
C=CCNC(=S)/N=c1/ccccn1C | i | 0.4 | -15 | 3 | i | i | i | i | 1 | -5 | i
C=CCNc1nc(-c2c(C)nc3ncccn23)cs1 | i | -1.5 | -33 | -6 | i | i | i | i | 1 | -4 | i

More results:
SMILES | TRPC6 activator | HIF act | KLF5 inhibitor | aSyn 5UTR inh | TRPC4 inh | TRPC6 inhibitor | TRPC4 potent | TRPC4 act | IEC-6 tox | SKKanGAS inh | MrgX1 antagonist
CN(C)c1nc(NCc2ccccc2)nc(SCC(N)=O)n1 | i | -1.7 | -11 | 26 | i | i | i | i | 2 | 3 | i
COC(=O)c1nc2n(n1)C(c1cc(OC)ccc1OC)C(C(=O)OC1CCCCC1)=C(C)N2 (stereo unspecified) | i | -0.2 | 0 | -17 | i | i | i | i | 5 | -9 | i
CN(C(=O)COc1ncnc2sccc12)c1ccccc1 | i | nt | -4 | nt | i | i | i | i | -3 | nt | i
CCCCN(CC)C(=O)c1ccc2c(c1)OCO2 | i | 3.1 | 4 | 15 | i | i | i | i | -8 | 3 | i
COC(=O)c1c(NC(=O)c2cccs2)sc2c1CCCC2 | i | 1.8 | -18 | -128 | i | i | i | i | 10 | -10 | i
O=C(Nc1ccc(C(=O)O)cc1)/C(=C\c1ccco1)NC(=O)c1ccco1 | i | -0.4 | -29 | -9 | i | i | i | i | -17 | 3 | i
O/N=C1\CCC\C1=C/c1ccco1 | i | -0.3 | -20 | -28 | i | i | i | i | -9 | -8 | i
OCCNc1ncnc2c1ncn2Cc1ccccc1 | i | 0.4 | -1 | 1 | i | i | i | i | 2 | 2 | i
CCn1c(SCC(=O)Nc2ccc(S(=O)(=O)Nc3ccccn3)cc2)nnc1-c1ccncc1 | i | -0.4 | -2 | -11 | i | i | i | i | -3 | -12 | i
CCc1ccc(/C=C2\SC(=S)N(CCCC(=O)Nc3nccs3)C2=O)cc1 | i | -2.4 | -2 | 19 | i | i | i | i | 0 | 1 | i
CCOc1ccc2ncc(S(=O)(=O)c3ccc(C)cc3)c(N3CCC4(CC3)OCCO4)c2c1 | i | -0.6 | -6 | 32 | i | i | i | i | -6 | 3 | i
COc1ccc(C(O)P(=O)(OCCC(C)C)c2ccc(N(C)C)cc2)cc1 (stereo unspecified) | i | -0.4 | -15 | 0 | i | i | i | i | 0 | 1 | i
CCOC(=O)CSc1nnc(-c2ccc(Cl)cc2Cl)o1 | i | -0.2 | 1 | 20 | i | i | i | i | 1 | -11 | i
Cc1ccc(N(C(=O)CNC(=O)c2ccco2)C(C(=O)NC2CCCC2)c2cccnc2)cc1F (stereo unspecified) | i | 0.0 | -20 | 10 | i | i | i | i | 2 | 0 | i
Cc1nc(Nc2ccc(Cl)cc2)c2oc3ccccc3c2n1 | i | -46 | -8 | -8 | i | i | i | i | 4 | -8 | i
Cc1onc(CO)c1C(=O)Nc1nccs1 | i | 0.4 | 2 | -4 | i | i | i | i | -5 | -3 | i
CC1(c2ccccn2)Nc2ccccc2-c2nc3ccccc3n21 (stereo unspecified) | i | 0.7 | -112 | -35 | i | i | i | i | 1 | -2 | i
CCc1n[nH]c(=S)n1/N=C/c1ccc(N(C)c2ccccc2)cc1 | i | 0.8 | 8 | -15 | i | i | i | i | 4 | 9 | i
O=C1c2ccccc2NC(c2ccc3c(c2)OCO3)N1O (stereo unspecified) | i | 1.3 | -13 | -121 | i | i | i | i | -3 | -2 | i
O=C(CC(Nc1ccc(F)cc1)C(=O)O)c1ccccc1 (stereo unspecified) | i | 3.3 | -41 | -171 | i | i | i | i | 5 | -2 | i
O=C(COC(=O)CCC(=O)c1ccc(Cl)cc1)NCCc1ccccc1 | i | -0.6 | -6 | 4 | i | i | i | i | -3 | -27 | i
O=C(NC1CCCC1)c1cccnc1N1CCCCCC1 | i | -0.1 | -37 | -4 | i | i | i | i | 4 | -3 | i
O=C(CSc1nnc2ccc(-c3cccnc3)nn12)Nc1ccc(F)cc1 | i | 0.2 | nt | 13 | i | i | i | i | nt | -6 | i
Cc1cc(NC(=S)N(CCCN2CCN(C)CC2)Cc2ccco2)ccc1Cl | i | -0.1 | -16 | 13 | i | i | i | i | -5 | -1 | i
CCn1c(SCC(=O)NNC(=O)Cc2ccccc2)nnc1-c1ccccc1 | i | 0.2 | -7 | -17 | i | i | i | i | -1 | 1 | i
Cc1cccc(OCC(=O)NCC(c2cccs2)N2CCOCC2)c1 (stereo unspecified) | i | 0.8 | nt | -11 | i | i | i | i | nt | 26 | i
COc1ccc(N2CCN(Cc3cc(=O)oc4ccc(Cl)cc34)CC2)cc1 | i | 0.2 | -25 | 4 | i | i | i | i | 5 | 8 | i
COc1ccc(-c2nc(-c3cccnc3)no2)cc1OC | i | 3.3 | -93 | -132 | i | i | i | i | 0 | -7 | i
Cc1ccc2[nH]c(C(=O)N3CCC(C(N)=O)CC3)cc2c1 | i | 1.4 | -32 | -6 | i | i | i | i | 2 | -5 | i
C/C(=N\Nc1ccccn1)c1ccc2c(c1)OCO2 | i | 3.2 | 6 | -159 | i | i | i | i | 10 | -2 | i

Following part
SMILES | TRPC6 activator | HIF act | KLF5 inhibitor | aSyn 5UTR inh | TRPC4 inh | TRPC6 inhibitor | TRPC4 potent | TRPC4 act | IEC-6 tox | SKKanGAS inh | MrgX1 antagonist
Cc1cccc2cc(COC(=O)C3CCCCC3)c(=O)[nH]c12 | i | -0.2 | 10 | 5 | i | i | i | i | -4 | 7 | i
Cc1cccc(CSc2nnc(N)n2-c2ccccc2)c1 | i | -0.1 | 0 | 18 | i | i | i | i | -1 | 0 | i
Cc1cc(=O)n(Cc2ccc(OC(C)C)cc2)c(=S)[nH]1 | i | 0.0 | -2 | 0 | i | i | i | i | 0 | 0 | i
COc1ccccc1NC(=O)C(=O)NCC1CCCN1S(=O)(=O)c1cccs1 (stereo unspecified) | i | 0.7 | nt | -36 | i | i | i | i | nt | 1 | i
